# Source: PubChem BioAssay
# Measles CPE – protection of cells from measles virus. 1.5% of 140,000 active. Measles virus-infected cells, CPE protection, absorbance. protection (pct of control), % at 4 µM; in the data active = protection mostly above about 24%, no sharp cut-off; inactive = mostly below about 26%; note: some compounds called inactive have numbers as strong as hits
# E-sel TNF inh – blocks E-selectin expression induced by TNF alpha | HUVEC TNFa-induced E-selectin immunofluorescence, high content | inhibition, % at 2 µM | 0.71% of 120,000 active;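 active = inhibition above the batch mean plus 3 SD, and confirmed as a hit on visual image review, cut at about 43% in these data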;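 note: 0% = TNF-stimulated DMSO wells and 100% = unstimulated control wells; not every result past the cut was called active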
# MRP1 act – MRP-1 activation | 0.61% of 140,000 active | viability increase, % at 10 µM | H69AR cells + doxorubicin, viability rescue, CellTiter-Glo;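 active = viability gain under doxorubicin at or above a set limit, the compound median plus 3 SD, cut at about 4.7% in these data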;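 note: MRP-1 overexpressing cells given doxorubicin 25 µM after compound pretreatment; 18-22 h compound pretreatment then 72 h with doxorubicin before readout; 0% = doxorubicin-only wells and 100% = vehicle-treated cells without doxorubicin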
# NPY-Y2 antag – antagonists of human neuropeptide Y receptor Y2. 0.99% of 140,000 active. inhibition, % at 2.7 µM. AID 793. NPY-Y2 expressing cells, antagonist mode. P49146; in the data active = inhibition above about 17%;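 note: 0% = vehicle with agonist challenge and 100% = reference antagonist with challenge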
# Target sequence (P49146 whole entry, looked up): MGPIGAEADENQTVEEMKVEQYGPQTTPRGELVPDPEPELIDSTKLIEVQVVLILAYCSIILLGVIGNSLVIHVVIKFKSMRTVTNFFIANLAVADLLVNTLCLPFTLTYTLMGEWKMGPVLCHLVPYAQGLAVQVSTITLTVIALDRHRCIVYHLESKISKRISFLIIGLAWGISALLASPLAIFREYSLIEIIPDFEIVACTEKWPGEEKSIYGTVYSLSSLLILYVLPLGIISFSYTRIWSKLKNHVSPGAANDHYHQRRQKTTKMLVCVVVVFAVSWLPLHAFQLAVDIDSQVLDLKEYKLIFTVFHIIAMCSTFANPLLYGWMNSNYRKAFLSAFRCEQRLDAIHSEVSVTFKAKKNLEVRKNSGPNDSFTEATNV
# GALR2 antag – GALR2 (human) receptor antagonism | GALR2-expressing cells, antagonist mode | inhibition, % at 4 µM | 0.39% of 140,000 active | O43603; in the data active = inhibition above about 27%;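 note: cells stimulated with galanin 1-16 at roughly its EC80; 0% = agonist challenge control and 100% = basal control without agonist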
# Target sequence (O43603 whole entry, looked up): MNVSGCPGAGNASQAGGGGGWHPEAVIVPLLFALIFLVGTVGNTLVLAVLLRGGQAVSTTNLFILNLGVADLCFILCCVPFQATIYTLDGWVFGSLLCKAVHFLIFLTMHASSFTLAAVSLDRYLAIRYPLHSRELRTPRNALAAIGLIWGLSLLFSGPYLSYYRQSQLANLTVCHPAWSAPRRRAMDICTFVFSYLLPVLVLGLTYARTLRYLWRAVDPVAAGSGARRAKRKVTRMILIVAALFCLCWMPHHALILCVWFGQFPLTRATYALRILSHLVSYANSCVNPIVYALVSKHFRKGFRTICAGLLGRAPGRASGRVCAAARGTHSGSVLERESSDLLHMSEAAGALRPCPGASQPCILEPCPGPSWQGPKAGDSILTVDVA
# Yeast lifespan up – yeast lifespan extension; inhibition of the nicotinamide effect, % at 10 µM; S. cerevisiae growth with nicotinamide, OD615; deaD strain in restrictive glucose medium; AID 775; 0.68% of 130,000 active;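 active = inhibition above a set limit, placed 3 SD over the median of all compounds, cut at about 26% in these data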;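 note: 0% = nicotinamide-treated wells and 100% = cells grown without nicotinamide; some compounds called inactive have numbers as strong as hits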
#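 System: DeaD-strain S. cerevisiae / Buffer or medium: CSMM-D, restrictive glucose (dextrose) synthetic minimal medium / Probe or stimulus: nicotinamide, 1.5 mM, co-present with compound / Compound: one concentration, 10 µM, DMSO 0.25% / Incubation: 48 h compound exposure at 30 °C, humidified / Technique: optical density (absorbance) at 615 nm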
# Phagocyt inh – macrophage phagocytosis inhibition | J774A.1 macrophage IgG-bead phagocytosis, imaging | inhibition, % at 5 µM | 0.07% of 110,000 active | AID 1029;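 active = inhibition above the mean of the plate negative controls plus 5 SD, cut at about 13% in these data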;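 note: phagocytic index as fraction of beads internalized from green versus red external bead signal; plate controls were DMSO negative control for no effect and cytochalasin-D positive control for full effect; some results beyond the cut were filed as inactive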
# Yeast growth inh – chemicals that inhibit yeast BB579 growth in restrictive medium (lifespan-shortening candidates); S. cerevisiae BB579 growth, OD615, 48 h; inhibition, % at 10 µM; AID 804; 0.51% of 140,000 active;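 active = inhibition above a set limit, 3 SD over the mean compound inhibition, cut at about 44% in these data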; note: inactives centre near -24
#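 System: Saccharomyces cerevisiae DeaD strain BB579, replicative lifespan model yeast. Buffer or medium: restrictive glucose-based CSMM-D medium. Doses: one dose, 10 µM compound with 0.25% DMSO. Timing: 4 h preincubation and 48 h exposure at 30 °C. Detection: turbidity as optical density at 615 nm. Benchmarks: amphotericin B 10 µg/mL, positive.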
# bCat KO growth – beta-catenin-lacking colon tumor cell growth suppression; HCT116 beta-catenin knockout viability, CellTiter-Glo, 60 h; active compounds read low; AID 818; 1.5% of 140,000 active; viability, % at 10 µM;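 active = viability at or under a set limit, the compound median less 4 SD, cut at about 6% in these data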;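 note: 0% = Hyamine 1622 control at 20 µM and 100% = untreated cell control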
# PTEN del growth – growth suppressors of cells with PTEN tumor suppressor deletion; 1.2% of 140,000 active; AID 827; HCT116 PTEN-null viability, CellTiter-Glo, 60 h; active compounds read low; viability, % at 10 µM;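 active = viability at or below a set limit, 4 SD under the median of all tested compounds, cut at about 3.7% in these data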;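 note: PTEN knockout HCT116 line with beta catenin targeted HCT116 as companion control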
# Numbers without * were called inactive; / = no result given. Not a hit list; overall some 6.1% were active at least once.
# The line under a structure holds: Measles CPE, E-sel TNF inh, MRP1 act, NPY-Y2 antag, GALR2 antag, Yeast lifespan up, Phagocyt inh, Yeast growth inh, bCat KO growth, PTEN del growth
- CCCCCC(/C=N/Nc1ccc(S(=O)(=O)N2CCOCC2)cc1[N+](=O)[O-])=C\c1ccccc1
→ 23.3, 21.0, 0.7, 4.4, -5.2, -1.5, -1.3, -48.2, 88.3, 86.0
- Cc1cc(C)n(Cc2n[nH]c(=S)n2Cc2ccccc2)n1
→ 10.7, 18.6, -2.9, -0.4, 4.9, -4.4, -4.0, -24.3, 87.0, 84.6
- Cc1ccc(S(=O)(=O)N2CCN(C(=O)CCC(=O)NCc3ccc(F)cc3)CC2)cc1
→ 4.8, /, -0.8, -0.5, 10.0, 3.7, -0.6, -26.5, 92.6, 92.2
- O=C(C1CCN(S(=O)(=O)N2CCC3(CC2)OCCO3)CC1)N1CCc2ccccc2C1
→ 0.7, -12.4, -2.9, -0.9, 5.4, 0.0, -0.7, -21.9, 80.2, 89.0
- CCCC12CN3CC(C)(CN(C1)C31C(=O)Nc3ccc(C)cc31)C2=O (stereo unspecified)
→ 21.1, -12.6, -2.0, 0.9, -1.5, -4.2, -0.7, 18.7, 91.1, 89.8
- CCOC(=O)N1CCN(CC(O)COc2ccccc2C(C)C)CC1 (stereo unspecified)
→ 7.3, 11.7, -3.0, 1.8, -0.3, 25.7, /, 0.7, 92.3, 88.7
- O=[N+]([O-])c1cc(S(=O)(=O)N2CCCC2)ccc1N/N=C/c1ccccn1
→ 4.5, 14.2, -4.0, 2.4, -0.6, 2.1, -4.5, -21.5, 78.7, 102.0
- COc1ccccc1C(=O)NCC(=O)Nc1ccccc1
→ 5.6, -7.4, -0.3, 2.7, 16.8, -12.8, 1.0, -1.7, 97.5, 92.5
- CN(c1ccc(C(=O)Nc2ccccc2C(=O)N2CCCC2)cc1)S(C)(=O)=O
→ 8.0, -7.0, -2.9, 2.8, -2.1, -12.8, 2.0, 10.1, 91.1, 82.2
- CCCSc1nc2c(cnn2-c2ccc(C)c(C)c2)c(=O)[nH]1
→ 8.9, -3.3, -1.1, 0.9, -5.7, -9.5, -0.4, -22.2, 91.3, 86.0
- c1ccc(-n2nnnc2SCCCSc2nc3ccccc3s2)cc1
→ 12.3, -5.0, -4.5, 9.7, 22.2, -6.5, -0.4, -16.2, 91.8, 86.4
- CCN(CC)c1ccc(N=Cc2c(C)[nH]c3ccccc23)cc1
→ 1.9, /, 2.1, -2.3, 22.0, -7.2, -3.6, -33.9, 34.9, 48.0
- Cc1cccc(C)c1NC(=O)COc1cccc(/C=N/NC(=O)C(=O)NCc2ccccc2)c1
→ 18.1, -2.8, -5.8, 1.6, 1.9, -13.8, /, -38.0, 90.3, 89.7
- COc1ccc(S(=O)(=O)N2CCOCC2)cc1NC(=O)Cc1c(Cl)cccc1Cl
→ 15.2, /, -2.4, 1.0, -8.1, 5.8, /, -36.6, 91.5, 98.7
- CC1(C)Cc2c(C#N)c(SCCOc3ccccc3)nc(N3CCOCC3)c2CO1
→ 5.0, 23.1, -2.2, 6.7, -3.4, -6.5, -0.4, -78.2, 64.1, 61.8

# Retrieved by structure from the list above, 5 records:
# The line under a structure holds: Measles CPE, E-sel TNF inh, MRP1 act, NPY-Y2 antag, GALR2 antag, Yeast lifespan up, Phagocyt inh, Yeast growth inh, bCat KO growth, PTEN del growth
- c1ccc(-n2nnnc2SCCCSc2nc3ccccc3s2)cc1
→ 12.3, -5.0, -4.5, 9.7, 22.2, -6.5, -0.4, -16.2, 91.8, 86.4
- CCCCCC(/C=N/Nc1ccc(S(=O)(=O)N2CCOCC2)cc1[N+](=O)[O-])=C\c1ccccc1
→ 23.3, 21.0, 0.7, 4.4, -5.2, -1.5, -1.3, -48.2, 88.3, 86.0
- CCCSc1nc2c(cnn2-c2ccc(C)c(C)c2)c(=O)[nH]1
→ 8.9, -3.3, -1.1, 0.9, -5.7, -9.5, -0.4, -22.2, 91.3, 86.0
- CCOC(=O)N1CCN(CC(O)COc2ccccc2C(C)C)CC1 (stereo unspecified)
→ 7.3, 11.7, -3.0, 1.8, -0.3, 25.7, /, 0.7, 92.3, 88.7
- CCN(CC)c1ccc(N=Cc2c(C)[nH]c3ccccc23)cc1
→ 1.9, /, 2.1, -2.3, 22.0, -7.2, -3.6, -33.9, 34.9, 48.0

# Some values from the results shown:
# Reading of Cc1cccc(C)c1NC(=O)COc1cccc(/C=N/NC(=O)C(=O)NCc2ccccc2)c1 under MRP1 act: -5.8
# Reading of CCCCCC(/C=N/Nc1ccc(S(=O)(=O)N2CCOCC2)cc1[N+](=O)[O-])=C\c1ccccc1 under E-sel TNF inh: 21.0

# The list continues.
# The line under a structure holds: Measles CPE, E-sel TNF inh, MRP1 act, NPY-Y2 antag, GALR2 antag, Yeast lifespan up, Phagocyt inh, Yeast growth inh, bCat KO growth, PTEN del growth
- Cc1nn(Cc2c(F)c(F)c(F)c(F)c2F)c(C)c1NC(=O)c1c(-c2ccccc2)nn(-c2ccccc2)c1C
→ 2.6, 23.1, -1.2, 3.6, 0.8, -5.6, /, -25.4, 38.8, 14.2
- O=C(O)c1ccc(S(=O)(=O)Nc2ccc(F)c(Cl)c2)cc1
→ 36.8, -1.0, -0.1, 3.1, -14.5, -5.7, -0.8, -9.3, 94.8, 98.8
- CC(OC(=O)c1cc2sccc2n1C)C(=O)NCCc1ccccc1 (stereo unspecified)
→ 19.1, 6.8, -3.0, 4.2, 3.4, -3.1, /, -28.6, 90.5, 79.6
- CCCCn1c(NCc2ccccc2O)nc2ccccc21
→ 11.5, /, -2.8, 1.2, 8.6, -4.6, -0.5, -16.9, 78.6, 78.8
- Oc1oc(-c2cccc3ccccc23)nc1C=NCc1ccccc1
→ 6.0, -6.2, 1.2, 2.6, 3.8, -0.6, /, -30.7, 95.0, 93.3
- CCOc1ccc(C(=O)CN2CCN(S(=O)(=O)c3ccc(F)cc3)CC2)cc1
→ 4.6, -0.3, -1.3, 3.8, -5.6, -16.6, /, -22.4, 94.4, 89.2
- COc1ccc(CCNC2=NCCS2)cc1
→ 13.5, 1.8, -0.2, 2.9, 9.1, -8.6, -0.2, -36.1, 93.3, 98.8
- O=C(CSc1ncn[nH]1)N(C1CCCCC1)C1CCCCC1
→ 23.6, 19.1, 2.3, 5.4, -3.5, -5.3, 0.1, -24.6, 84.7, 83.1
- Cc1ccccc1S(=O)(=O)Cc1ccc(C(=O)N2CCN(c3cccc(C)c3C)CC2)o1
→ 16.7, -102.6, -3.3, 10.8, 8.8, -7.8, -0.8, -38.6, 11.1, 10.4
- O=C(COc1ccc(F)cc1)NCC1CCCO1 (stereo unspecified)
→ 42.7*, -1.6, -2.2, 3.3, -1.4, -1.9, 0.5, -33.1, 97.3, 102.6
- CCOC(=O)c1c(-c2ccccc2)nnn1-c1nc(OCC)nc(N2CCCCC2)n1
→ 5.6, -82.6, -4.2, 16.2, 14.4, 0.2, -0.8, -38.8, 70.7, 62.6
- CCOC(=O)C(=O)Nc1ccc(F)cc1
→ 12.2, 3.4, 0.8, -1.4, -2.4, -5.8, -1.0, -20.8, 91.0, 99.5

# Some of these compounds in order of their number in E-sel TNF inh, highest first.
compound,Measles CPE,E-sel TNF inh,NPY-Y2 antag,GALR2 antag,Yeast lifespan up,Phagocyt inh,Yeast growth inh
O=C(O)c1ccc(S(=O)(=O)Nc2ccc(F)c(Cl)c2)cc1,36.8,-1.0,3.1,-14.5,-5.7,-0.8,-9.3
Oc1oc(-c2cccc3ccccc23)nc1C=NCc1ccccc1,6.0,-6.2,2.6,3.8,-0.6,/,-30.7
CCOC(=O)c1c(-c2ccccc2)nnn1-c1nc(OCC)nc(N2CCCCC2)n1,5.6,-82.6,16.2,14.4,0.2,-0.8,-38.8
Cc1ccccc1S(=O)(=O)Cc1ccc(C(=O)N2CCN(c3cccc(C)c3C)CC2)o1,16.7,-102.6,10.8,8.8,-7.8,-0.8,-38.6
